# Assay outcomes from PubChem.
# PfHsp90 set2: growth inhibition of yeast expressing Plasmodium Hsp90; 0.32% of 310,000 active; inhibition, % at 9.4 µM; S. cerevisiae expressing PfHsp90, BacTiter-Glo ATP, 48 h; yeast lacking PDR1 and PDR3 efflux regulators; AID 504621;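 active = every replicate shows inhibition above about 80%, whatever the replicate mean, limit read from the data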;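 also: 0% = DMSO neutral controls and 100% = 20 µM radicicol positive controls; yeast relying on Plasmodium falciparum Hsp90 in place of its own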
# Keap1-Nrf2 PPI: inhibitors of human Keap1-Nrf2 protein-protein interaction. 0.15% of 340,000 active. inhibition, % at 9.4 µM. Keap1 Kelch-Nrf2 peptide fluorescence polarization, 1536-well. AID 504523. Q14145; in the data active = inhibition above about 12%;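 also: human Keap1 Kelch domain with fluorescein labeled Nrf2 9mer peptide probe; 0% = neutral control wells and 100% = peptide positive control; higher means more block of Keap1 binding to Nrf2 peptide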
# Target sequence (Q14145 whole entry, looked up, the tested form may be a part): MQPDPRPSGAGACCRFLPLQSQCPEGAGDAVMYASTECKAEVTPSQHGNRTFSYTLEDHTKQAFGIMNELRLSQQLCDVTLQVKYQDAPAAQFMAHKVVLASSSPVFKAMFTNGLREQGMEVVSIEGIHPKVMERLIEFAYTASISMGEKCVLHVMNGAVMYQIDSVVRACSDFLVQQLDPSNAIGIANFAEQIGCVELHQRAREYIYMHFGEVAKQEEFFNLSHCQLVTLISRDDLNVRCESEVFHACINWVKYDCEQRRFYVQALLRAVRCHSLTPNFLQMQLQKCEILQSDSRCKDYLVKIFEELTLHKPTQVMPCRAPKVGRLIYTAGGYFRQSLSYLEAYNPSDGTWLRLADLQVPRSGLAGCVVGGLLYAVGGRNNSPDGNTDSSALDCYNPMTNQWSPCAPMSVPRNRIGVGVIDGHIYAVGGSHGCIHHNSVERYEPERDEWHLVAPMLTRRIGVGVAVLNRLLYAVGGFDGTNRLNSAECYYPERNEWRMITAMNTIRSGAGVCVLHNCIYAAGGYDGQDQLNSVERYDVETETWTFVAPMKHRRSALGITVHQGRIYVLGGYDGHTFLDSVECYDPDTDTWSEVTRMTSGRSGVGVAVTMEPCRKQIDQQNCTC
# Cardiac RTF inh: cardiac RTF calcium desensitization; P19429+P45379; IANBD-labeled cardiac RTF, Ca2+ fluorescence; inhibition, % at 7.15 µM; 0.12% of 340,000 active; AID 493244;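 active = inhibition above the mean inhibition of all tested compounds plus 3 SD, cut at about 17% in these data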;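 also: assay run at fixed EC70 calcium of 1.6 mM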
# RTF Ca sens act: increases calcium sensitivity of human cardiac regulated thin filaments; IANBD-labeled TnC RTF fluorescence at EC20 calcium; 0% EC20 calcium, 100% full calcium; activation, % at 7.2 µM; P19429+P45379; 0.24% of 340,000 active; AID 493008;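 active = activation above the mean over all tested compounds plus 3 SD, cut at about 30% in these data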;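 also: rise in fluorescence read as greater calcium sensitivity of cardiac thin filaments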
# LANA DNA inh: inhibitors of KSHV LANA C-terminal domain DNA binding | MBP-C-LANA/FAM-LBS DNA binding, fluorescence polarization | inhibition, % at 9 µM | 0.078% of 340,000 active | AID 504423;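 active = highest replicate inhibition at or above 60% at 9 µM, even if other replicates fall short; inactive = all replicates below 60% inhibition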;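 also: 0% = neutral control wells and 100% = 4 µM acridine orange control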
# NSD2 HMT inh: NSD2 (human) methyltransferase inhibition | 0.54% of 310,000 active | O96028 | NSD2 peptide methylation, AlphaScreen, 120 min | inhibition, % at 12.5 µM | AID 743445; in the data active = inhibition above about 50%
# Rtt109 Vps75: C. albicans Rtt109 histone acetyltransferase inhibition; purified Rtt109/Vps75, ThioGlo CoA-SH fluorescence, 4 h; inhibition, % at 34.9 µM; 0.16% of 330,000 active; AID 540336;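 active = inhibition of at least 50% in every replicate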
# Target sequence (Q5AAJ8 whole entry, looked up): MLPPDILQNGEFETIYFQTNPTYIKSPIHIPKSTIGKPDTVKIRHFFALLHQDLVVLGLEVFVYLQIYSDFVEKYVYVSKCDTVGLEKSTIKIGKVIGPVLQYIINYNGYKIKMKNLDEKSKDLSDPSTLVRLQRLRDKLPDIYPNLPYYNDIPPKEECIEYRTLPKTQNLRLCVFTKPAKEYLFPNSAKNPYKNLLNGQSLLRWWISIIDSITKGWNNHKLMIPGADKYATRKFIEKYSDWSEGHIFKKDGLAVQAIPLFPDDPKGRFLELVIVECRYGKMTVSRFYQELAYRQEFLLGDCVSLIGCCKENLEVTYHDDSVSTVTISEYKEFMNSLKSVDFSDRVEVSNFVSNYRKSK
# PvdQ acylase: P. aeruginosa PvdQ acylase inhibition | 0.063% of 340,000 active | inhibition, % at 10 µM | purified PvdQ acylase, fluorescence plate reader; in the data active = inhibition above about 30%, passing the limit was not always enough;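 also: 0% = vehicle neutral wells and 100% = reference inhibitor wells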
# dFosB act: mouse delta FosB homodimer activation; P13346; purified delta FosB, TAMRA-CDK5 oligo fluorescence polarization; percent of positive-control signal above neutral wells; activation, % at 25 µM; 0.99% of 340,000 active;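 active = mean activation above about 17%, with every replicate also reaching it, limit read from the data, passing the limit was not always enough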;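 also: fluorescence polarization rise as delta FosB binds a TAMRA Cdk5 AP-1 oligo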
# CDK5 p35 inh: CDK5/p35 (human) kinase inhibition; Recombinant CDK5/p35, ADP-Glo luminescence, 60 min; inhibition, % at 10 µM; 0.01% of 330,000 active; AID 488839;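 active = highest replicate inhibition of at least 50% and at least 75% of replicates reaching 50%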;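 also: plate controls were DMSO neutral control for no effect and GW8510 at 10 µM for full effect; many of its hits are not listed in these tables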
# Mot1-301 SUMO: blocks SUMOylation pathway, rescuing yeast Mot1-301 growth; S. cerevisiae Mot1-301 growth rescue, ATP luminescence, 38.5C; percent above DMSO median, 100 means doubled; 1% of 320,000 active; growth rescue, % at 18.8 µM;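 active = every valid replicate shows activation above 250% relative to neutral control wells; inactive = the rest, any valid replicate at or below 250%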;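 also: OY570 slx delta 5 strain wells were the positive control but not used for scaling; some compounds called inactive have numbers as strong as hits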
# Starred values were filed as active, the others as inactive; . = not tested or not shown.
# Start of the data: the first five records, to show the layout:
no. | SMILES | CDK5 p35 inh | PfHsp90 set2 | Cardiac RTF inh | PvdQ acylase | LANA DNA inh | dFosB act | NSD2 HMT inh | RTF Ca sens act | Keap1-Nrf2 PPI | Mot1-301 SUMO | Rtt109 Vps75
1 | COc1ccc(OC)c(-c2csc(NC(=O)Cc3ccc(OC)c(OC)c3)n2)c1 | -0.6 | 5 | -15 | -2 | -1.5 | 4 | -3 | -3 | -6 | 5 | 3
2 | CCOc1ccccc1NC(=O)CNC(=O)N1CC(=O)Nc2ccccc21 | -1.2 | 5 | -10 | -3 | 1.1 | -12 | -4 | 6 | 8 | 4 | 5
3 | Cc1c(C)c2ccc(OC(C)C(=O)N3CC[C@@]4(O)CCCC[C@H]4C3)cc2oc1=O (some centres undefined) | -2.2 | -32 | -8 | -15 | 0.4 | -6 | . | 14 | -9 | 60 | 6
4 | Cc1ccsc1C1Nc2ccccc2-c2nc3ccccc3n21 (centres undefined) | 2.2 | 5 | -2 | -12 | 0.9 | -1 | -5 | 4 | -5 | 34 | 0
5 | Cc1ccsc1C(=O)OCC(=O)N1CCN(c2ccccc2)CC1 | 0.2 | -3 | 1 | 6 | 0.6 | 0 | 8 | -2 | 2 | -2 | -4

# Main list, previewed entries included:
no. | SMILES | CDK5 p35 inh | PfHsp90 set2 | Cardiac RTF inh | PvdQ acylase | LANA DNA inh | dFosB act | NSD2 HMT inh | RTF Ca sens act | Keap1-Nrf2 PPI | Mot1-301 SUMO | Rtt109 Vps75
1 | COc1ccc(OC)c(-c2csc(NC(=O)Cc3ccc(OC)c(OC)c3)n2)c1 | -0.6 | 5 | -15 | -2 | -1.5 | 4 | -3 | -3 | -6 | 5 | 3
2 | CCOc1ccccc1NC(=O)CNC(=O)N1CC(=O)Nc2ccccc21 | -1.2 | 5 | -10 | -3 | 1.1 | -12 | -4 | 6 | 8 | 4 | 5
3 | Cc1c(C)c2ccc(OC(C)C(=O)N3CC[C@@]4(O)CCCC[C@H]4C3)cc2oc1=O (some centres undefined) | -2.2 | -32 | -8 | -15 | 0.4 | -6 | . | 14 | -9 | 60 | 6
4 | Cc1ccsc1C1Nc2ccccc2-c2nc3ccccc3n21 (centres undefined) | 2.2 | 5 | -2 | -12 | 0.9 | -1 | -5 | 4 | -5 | 34 | 0
5 | Cc1ccsc1C(=O)OCC(=O)N1CCN(c2ccccc2)CC1 | 0.2 | -3 | 1 | 6 | 0.6 | 0 | 8 | -2 | 2 | -2 | -4
6 | CCOc1ccc(C(c2nnnn2C(C)(C)C)N2CCN(C(=O)c3ccco3)CC2)cc1 (centres undefined) | -1.1 | -14 | 1 | 6 | 0.3 | 5 | -3 | 1 | -1 | -11 | 9
7 | N/C(=N\OC(=O)Nc1cccc(C(F)(F)F)c1)c1ccno1 | -0.5 | 5 | . | 0 | -0.5 | 0 | -1 | . | 2 | -7 | 9
8 | CN(C)C(CNC(=O)CN1C(=O)NC2(CCCC2)C1=O)c1ccccc1 (centres undefined) | 0.6 | 19 | 2 | 0 | 0.2 | 0 | -2 | -7 | -2 | -16 | 9
9 | CC1CCC(NC(=O)c2cc3ccccc3cc2O)CC1 (centres undefined) | -0.9 | 6 | 0 | -8 | -1.0 | -4 | 11 | 3 | 5 | 74 | -2
10 | O=C(O)/C=C\c1cccc(-n2cnnn2)c1 | -2.3 | -5 | -10 | 2 | 0.2 | 4 | -4 | -1 | -4 | 306 | -5
11 | O=C(N/N=C\c1cccs1)c1ccccc1-n1cccc1 | -1.8 | 4 | 6 | 1 | -0.2 | -6 | -2 | 3 | 4 | 112 | -13
12 | COc1ccc(OC)c(NC(=O)CNC(=O)c2cccs2)c1 | 0.6 | . | -5 | -10 | 1.3 | 2 | 2 | 1 | -3 | 2 | 1
13 | O=C1C2ON(c3ccccc3)C(c3ccccc3F)C2C(=O)N1c1ccccc1 (centres undefined) | -2.5 | -21 | -5 | -11 | 0.4 | 4 | . | 0 | 1 | 23 | 4
14 | CCc1nccn1CCC(=O)N1CCCC(N2CCN(c3ccccc3C)CC2)C1 (centres undefined) | -1.2 | 17 | -1 | 5 | -1.5 | 1 | -1 | -2 | -6 | 128 | 2
15 | O=C(NCCc1c[nH]c2ccccc12)OCCCCOC(=O)NCCc1c[nH]c2ccccc12 | -1.1 | 3 | 4 | -6 | -0.8 | -13 | . | -3 | -3 | -4 | 7

# 3 of the entries above in order of the Keap1-Nrf2 PPI value, lowest first:
no. | mol | Keap1-Nrf2 PPI
15 | O=C(NCCc1c[nH]c2ccccc12)OCCCCOC(=O)NCCc1c[nH]c2ccccc12 | -3
6 | CCOc1ccc(C(c2nnnn2C(C)(C)C)N2CCN(C(=O)c3ccco3)CC2)cc1 (centres undefined) | -1
11 | O=C(N/N=C\c1cccs1)c1ccccc1-n1cccc1 | 4

# The list goes on.
no. | SMILES | CDK5 p35 inh | PfHsp90 set2 | Cardiac RTF inh | PvdQ acylase | LANA DNA inh | dFosB act | NSD2 HMT inh | RTF Ca sens act | Keap1-Nrf2 PPI | Mot1-301 SUMO | Rtt109 Vps75
16 | Cc1ccc(C(=O)N2CCN(C)CC2)cc1[N+](=O)[O-] | 1.2 | 12 | -5 | -2 | -1.2 | 3 | 0 | -4 | -4 | -9 | -2
17 | c1ccc2c(c1)[nH]c1nc(SCCN3CCOCC3)nnc12 | 0.5 | 10 | 2 | 3 | -3.6 | -14 | 2 | -1 | 1 | -10 | -10
18 | Cn1c(=O)c(=O)n(C)c2cc([N+](=O)[O-])c([N+](=O)[O-])cc21 | 0.7 | 5 | 0 | -1 | -0.2 | -3 | -1 | -2 | 5 | 0 | -1
19 | CCOC(=O)Cc1csc(NC(=O)CSc2nnc(-c3ccc(OC)cc3)n2C)n1 | 0.5 | . | -1 | -8 | -2.3 | -5 | -1 | 9 | -1 | -4 | -3
20 | Cc1nnc(SC(C)C(=O)Nc2ccc(Cl)cn2)n1Cc1ccccc1 (centres undefined) | -0.8 | -16 | -4 | -11 | 1.6 | -9 | . | 0 | -5 | 1 | 3
21 | CC(=O)Nc1ccc(-c2nc3c(C)cccc3[nH]2)cc1 | 0.5 | . | -21 | -3 | -1.7 | 6 | -5 | 4 | -2 | -13 | 3
22 | COC(=O)c1cc(OC)c(OC)cc1NC(=S)Nc1cccc(Cl)c1 | -0.4 | 20 | 2 | -3 | -0.9 | 2 | 0 | 0 | 3 | 45 | 1
23 | O=c1cc(N2CCN(c3ccccc3)CC2)[nH]c(=O)n1Cc1ccc(F)cc1 | 0.4 | 9 | -7 | -11 | 0.9 | -7 | . | 0 | -1 | 81 | -4
24 | O=C(COC(=O)COc1ccccc1[N+](=O)[O-])NCc1ccc2c(c1)OCO2 | -1.0 | 10 | 0 | 4 | 0.5 | -4 | -1 | 2 | 1 | -16 | 0
25 | O=c1c(Cl)c(NCCCO)cnn1-c1nc2ccccc2[nH]1 | 1.2 | 36 | -5 | 2 | -2.2 | -5 | . | 8 | -2 | 17 | -8
26 | Cc1ccc(C)c(S(=O)(=O)N2CCCC2CNC(=O)C(=O)NC2CCCC2)c1 (centres undefined) | 0.4 | . | -5 | 3 | -4.0 | -4 | -1 | -4 | 1 | -6 | -4
27 | C/C(=N\Nc1nc2ccccc2s1)c1ccc(Br)s1 | -0.8 | 115* | -6 | -10 | -0.2 | -2 | . | -9 | -5 | 25 | 7
28 | N/C(=N\OS(=O)(=O)c1ccc(Br)cc1)c1ccncc1 | -1.6 | . | -4 | 3 | -0.5 | 1 | -1 | 0 | 0 | . | -1
29 | CCCC(C)NC(=O)c1cc(Cl)ccc1OC (centres undefined) | -0.1 | -1 | -9 | -15 | 4.1 | 0 | -2 | 6 | -6 | -3 | 1
30 | O=C(N/N=C/c1ccncc1)C1CC1(c1ccccc1)c1ccccc1 (centres undefined) | 3.0 | -2 | -2 | 13 | 0.4 | -9 | 3 | 3 | -5 | 15 | 8

# Later entries:
no. | SMILES | CDK5 p35 inh | PfHsp90 set2 | Cardiac RTF inh | PvdQ acylase | LANA DNA inh | dFosB act | NSD2 HMT inh | RTF Ca sens act | Keap1-Nrf2 PPI | Mot1-301 SUMO | Rtt109 Vps75
31 | CC1=CC(C)(C)Nc2ccc(OC(=O)C(C)N3C(=O)c4ccccc4C3=O)cc21 (centres undefined) | 0.8 | 57 | 1 | -13 | 1.6 | 4 | 8 | 0 | -3 | -19 | -1
32 | COc1ccc(N2CCN(C3CC(=O)NC3=O)CC2)cc1 (centres undefined) | -0.2 | -8 | -10 | -11 | -0.1 | -5 | 1 | -2 | -6 | -1 | 8
33 | CN(CC(=O)Nc1ccc(F)c(F)c1F)C(=O)c1ccc(-n2cncn2)cc1 | 1.3 | . | -10 | -10 | 0.3 | 7 | -3 | -2 | -3 | -5 | -10
34 | COc1cc2c(cc1OC)C(Cc1ccccc1[N+](=O)[O-])=NCC2 | 2.2 | -26 | -18 | -9 | 0.3 | -13 | 3 | -3 | -2 | . | -1
35 | O=C(OCC(=O)C12CC3CC(CC(C3)C1)C2)c1ccccn1 | 1.0 | -10 | -5 | -18 | 0.9 | 6 | -4 | 3 | 0 | 1 | -7
36 | COC(=O)c1cc(NC(=O)c2cccnc2)ccc1N1CCOCC1 | -0.1 | 4 | -10 | -14 | -0.9 | -10 | 2 | 5 | 3 | . | -21
37 | Cc1cccc(NC(=S)NCC(c2cccnc2)N(C)C)c1 (centres undefined) | 0.6 | -3 | -18 | -5 | 0.5 | 0 | -1 | 3 | 3 | 3 | -6
38 | O=S(=O)(Nc1cccnc1Cl)c1ccc(F)cc1 | -3.3 | 18 | -4 | -10 | 0.0 | 4 | 2 | -5 | -4 | 11 | -19
39 | O=S(=O)(c1ccccc1F)N1CCN(CC(O)c2ccccc2)CC1 (centres undefined) | 1.3 | . | -5 | -19 | -1.0 | -8 | -7 | 1 | -3 | 10 | -3

# Look-ups from the results shown.
# entry 31 @ LANA DNA inh: 1.6
# entry 32 @ PfHsp90 set2: -8
# entry 38 @ CDK5 p35 inh: -3.3
# entry 39 @ RTF Ca sens act: 1
# entry 35 @ PvdQ acylase: -18
# entry 37 @ Rtt109 Vps75: -6
# entry 33 @ Cardiac RTF inh: -10
